Source: PubChem BioAssay (several laboratories)
CRFBP-R2 block = CRF-BP/CRF-R2 complex antagonism; HEK293 CRF-R2/CRF-BP, CRF-induced calcium fluorescence; inhibition, % at 11.8 µM; actives 0.59% (n = 350,000); AID 588475;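 active = inhibition of the ligand-induced calcium signal above about 50% at the single tested concentration, limit read from the data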
IDE cell inh = cellular human IDE inhibition. P14735. actives 0.41% (n = 320,000). HEK cells, FAbetaB cleavage, fluorescence polarization. inhibition, % at 5.59 µM;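 active = percent inhibition above the average of all tested compounds plus 3 SD, set per screening campaign, cut at about 16% in these data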;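 note: IDE supplied by intact live HEK cells; FP after avidin binding of uncleaved biotin substrate so inhibition keeps polarization high; 0% = DMSO wells and 100% = 60 µM reference IDE inhibitor Ii1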
Target sequence (P14735 whole entry, looked up): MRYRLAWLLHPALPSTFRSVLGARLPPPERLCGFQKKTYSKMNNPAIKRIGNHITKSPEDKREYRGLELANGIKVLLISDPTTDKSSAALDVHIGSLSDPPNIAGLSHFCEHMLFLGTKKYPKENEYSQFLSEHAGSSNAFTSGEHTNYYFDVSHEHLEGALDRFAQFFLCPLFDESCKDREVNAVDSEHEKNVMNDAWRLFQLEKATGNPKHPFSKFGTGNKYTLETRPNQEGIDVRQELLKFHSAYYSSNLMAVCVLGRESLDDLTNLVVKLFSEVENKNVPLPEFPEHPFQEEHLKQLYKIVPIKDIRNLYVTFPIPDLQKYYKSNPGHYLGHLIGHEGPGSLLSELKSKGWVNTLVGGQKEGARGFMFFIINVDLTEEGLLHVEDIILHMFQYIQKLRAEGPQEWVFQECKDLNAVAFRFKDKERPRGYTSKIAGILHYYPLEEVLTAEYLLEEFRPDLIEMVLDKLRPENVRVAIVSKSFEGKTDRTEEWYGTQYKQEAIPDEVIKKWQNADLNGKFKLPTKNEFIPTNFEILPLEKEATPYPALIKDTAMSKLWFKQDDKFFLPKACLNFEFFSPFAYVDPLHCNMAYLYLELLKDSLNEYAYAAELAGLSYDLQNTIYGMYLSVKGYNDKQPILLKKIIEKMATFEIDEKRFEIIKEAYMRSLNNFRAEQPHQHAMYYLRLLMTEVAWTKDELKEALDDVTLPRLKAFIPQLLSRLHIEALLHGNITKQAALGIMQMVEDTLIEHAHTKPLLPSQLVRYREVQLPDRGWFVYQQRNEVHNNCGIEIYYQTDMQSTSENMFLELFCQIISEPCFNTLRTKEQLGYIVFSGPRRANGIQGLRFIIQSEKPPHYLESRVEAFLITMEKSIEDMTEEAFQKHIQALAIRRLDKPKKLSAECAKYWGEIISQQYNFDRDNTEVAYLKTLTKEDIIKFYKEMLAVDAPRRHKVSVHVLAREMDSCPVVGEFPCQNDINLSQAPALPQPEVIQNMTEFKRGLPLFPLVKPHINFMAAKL
CRFBP-R2 agonist = CRF-BP/CRF-R2 complex agonism | HEK293 CRF-R2/CRF-BP, calcium dye fluorescence (FLIPR); percent of saturating CRF peptide response | activation, % at 13.2 µM | actives 0.46% (n = 350,000) | AID 588473;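 active = activation of at least 50%, plus an integration ratio under a set limit after plate pattern correction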;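 note: plate controls were neutral control wells without compound for no effect and CRF at EC100 for full effect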
CHRM5 agonist = agonists of human muscarinic M5 receptor (CHRM5); activation, % at 3 µM; CHO-K1 hM5 cells, Fluo-8 calcium fluorescence; 0% DMSO wells, 100% maximal acetylcholine response; P08912; actives 0.19% (n = 360,000); AID 624037;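 active = activation above the run's mean over test compounds plus 3 SD, cut at about 23% in these data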;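 note: signal is peak over basal fluorescence ratio across the kinetic read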
M4 ag = CHRM4 agonism in calcium assay; P08173; CHO-K1 hM4/Gqi5, Fluo-8 calcium fluorescence; vehicle 0%, full acetylcholine response 100%; activation, % at 3 µM; actives 0.14% (n = 360,000); AID 624127;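 active = activation above the run mean over all test wells plus 3 SD, cut at about 32% in these data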;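 note: peak over basal fluorescence ratio per well then scaled between controls; 0% = DMSO wells and 100% = acetylcholine at EC100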
M5 antag = blocks acetylcholine activation of human M5 receptor. P08912. CHO-hM5 cells, Fluo-8 calcium fluorescence, ACh EC80. inhibition, % at 3 µM. actives 0.59% (n = 360,000). AID 624040;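 active = inhibition above a per-plate cutoff, the mean of that plate's test compounds plus 3 SD, cut at about 27% in these data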;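 note: 0% = acetylcholine EC80 with DMSO and 100% = DMSO without agonist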
M5 PAM = positive allosteric modulators of human muscarinic M5 receptor; P08912; CHO-K1 hM5, Fluo-8 calcium, ACh EC20 PAM; 0% = ACh EC20, 100% = ACh EC100; activation, % at 3 µM; actives 0.3% (n = 360,000); AID 624038;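 active = activation above the run cutoff, the mean activation of all test compounds plus 3 SD, cut at about 18% in these data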
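Test system: CHO-K1 hM5 cells / Doses: single-point, 3 µM nominal / Times: Post-acetylcholine fluorescence recording 140 s / Technique: Fluo-8 calcium fluorescence / Measure: Max/basal fluorescence ratio as % of EC20–EC100 ACh window / Benchmarks: low control EC20 acetylcholine (0%), high control EC100 acetylcholine (100%) / Replicates: one well per compound, no replicates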
M4 PAM = potentiates acetylcholine response at human M4 receptor; P08173; CHO-K1 hM4/Gqi5, Fluo-8 calcium fluorescence, ACh EC20; 0% = ACh EC20, 100% = maximal ACh; activation, % at 3 µM; actives 0.4% (n = 360,000);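 active = activation above its plate's cutoff, the mean activation of sample wells plus 3 SD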; note: some results filed as inactive read as strong as hits
M4 antag = antagonists of human muscarinic M4 receptor (CHRM4); P08173; CHO-hM4 cells, ACh EC80, Fluo-8 calcium fluorescence; inhibition, % at 3 µM; actives 0.73% (n = 360,000);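 active = inhibition above its plate's cutoff, the mean inhibition of sample wells plus 3 SD, cut at about 27% in these data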;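 note: 0% = acetylcholine EC80 with DMSO and 100% = DMSO without agonist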
The depositor's hits bear a star; / = not tested or not shown. Rows are unselected. About 2.9% of those tested had a hit in this group.

The first 4 records, ahead of the listing:
M5 antag,CRFBP-R2 agonist,M4 ag,CHRM5 agonist,M5 PAM,IDE cell inh,M4 antag,M4 PAM,CRFBP-R2 block,smiles
-1,-0.6,1,-7,0,5,0,-5,-8,CCc1nnc(NC(=O)CN2CCN(Cc3cccc(Cl)c3)CC2)s1
4,3.2,11,8,-7,-3,9,0,-8,Cc1ccc(OCCNS(=O)(=O)c2ccc(N3CCCC3=O)cc2)cc1C
8,-0.8,-3,0,1,2,0,6,34,Cc1cc(C)nc(-n2nc(C)c(Br)c2Nc2ccc(Br)cc2)n1
2,1.9,0,1,-5,9,8,-7,5,O=C(O)C1CCC(=O)N1C1c2ccccc2Oc2ccccc21 (stereo unspecified)

The list itself, from the first entry:
M5 antag,CRFBP-R2 agonist,M4 ag,CHRM5 agonist,M5 PAM,IDE cell inh,M4 antag,M4 PAM,CRFBP-R2 block,smiles
-1,-0.6,1,-7,0,5,0,-5,-8,CCc1nnc(NC(=O)CN2CCN(Cc3cccc(Cl)c3)CC2)s1
4,3.2,11,8,-7,-3,9,0,-8,Cc1ccc(OCCNS(=O)(=O)c2ccc(N3CCCC3=O)cc2)cc1C
8,-0.8,-3,0,1,2,0,6,34,Cc1cc(C)nc(-n2nc(C)c(Br)c2Nc2ccc(Br)cc2)n1
2,1.9,0,1,-5,9,8,-7,5,O=C(O)C1CCC(=O)N1C1c2ccccc2Oc2ccccc21 (stereo unspecified)
8,/,27,24*,2,/,2,0,/,O=C1Nc2ccccc2-n2nnnc2C1N1CCN(c2ccc(C(F)(F)F)cc2[N+](=O)[O-])CC1 (stereo unspecified)
-5,-1.4,1,-5,3,1,-10,1,6,Cc1c(C)c2ccc(OC(C)C(=O)NC3CC(C)(C)NC(C)(C)C3)cc2oc1=O (stereo unspecified)
24,1.1,3,-6,-4,4,13,-4,6,CCC(C)N1CCN(S(=O)(=O)Cc2ccccc2)CC1 (stereo unspecified)
-6,1.3,3,-1,3,2,4,-2,-4,CC(=O)c1cccc(S(=O)(=O)N2CCCC(c3nc(-c4ccc(C)o4)no3)C2)c1 (stereo unspecified)
3,/,0,3,6,/,-4,3,/,C[C@@H]1O[C@H](C2CCCC2)CC2=C1C(=O)OC(C)(C)O2
3,0.7,2,1,-1,3,-1,3,-8,CCCC12CN3CCN(CC(C3)/C1=N\NC(=O)c1ccccc1N)C2
0,-0.9,0,1,1,3,6,-2,1,O=C(CN1C(=O)NC2(CCCCC2)C1=O)Nc1ccc2[nH]c(=O)[nH]c2c1
-3,1.4,0,-5,-1,7,-2,-4,-6,O=C(O)Cc1csc(Nc2cccc(Cl)c2)n1
-10,1.8,1,1,0,1,-5,1,5,COCCCn1c(SCC(=O)Nc2ccc(C)cc2)nc2ccccc2c1=O
1,0.1,4,-3,-3,-1,0,-7,-11,O=C(c1cccs1)N1CCN(c2ncc(C(F)(F)F)cc2Cl)CC1
-1,1.7,0,-10,3,8,0,-3,4,CCN1CCN(C(CNS(=O)(=O)c2ccccc2)c2ccccc2)CC1 (stereo unspecified)

(further entries)
M5 antag,CRFBP-R2 agonist,M4 ag,CHRM5 agonist,M5 PAM,IDE cell inh,M4 antag,M4 PAM,CRFBP-R2 block,smiles
-7,-0.4,2,-3,6,3,-11,8,-12,Cc1ccc(S(=O)(=O)NCCC(=O)N2CCCCCCC2)cc1C
18,3.3,17,-9,-12,0,11,-8,4,CC(C)N1CCC(N2CCN(Cc3ccc(-c4ccc(Cl)cc4)o3)CC2CCO)CC1 (stereo unspecified)
-7,0.4,0,-3,2,5,-4,-4,-5,COc1ccc(-c2nnnn2C)cc1S(=O)(=O)NCc1ccccc1
14,0.3,0,-3,-2,-2,7,-7,10,CCOC(=O)c1c(C)[nH]c(C(=O)N2CCN(C(=O)OCC)CC2)c1C
16,2.0,1,-2,-3,5,-4,-7,11,Cc1ccc(CNC(=O)C2CCCN(S(=O)(=O)c3cccc4nonc34)C2)cc1 (stereo unspecified)
7,-1.9,3,0,0,3,-5,10,2,Cc1oc2nc(SCC(=O)NC3CCCCC3)nc(N)c2c1C
20,-0.9,1,-2,-18,7,-13,5,0,CC(C)[C@H](NS(=O)(=O)c1ccccc1)C(=O)OCC(=O)NC1CCCCC1
2,/,0,-2,1,/,6,2,/,O=C(Nc1ccc2c(c1)OCCO2)C(c1ccncc1)n1c(=O)c(-c2ccco2)nc2ccccc21 (stereo unspecified)
16,0.2,4,4,-12,2,5,-2,11,c1ccc(-n2nnc3c(N4CCOCC4)ncnc32)cc1
5,1.2,2,1,2,-3,-6,0,-5,COC(=O)C1=C2SCC(=O)N2C(N)=C(C#N)C1
8,-1.2,1,-8,-9,0,26*,-14,7,CCC1CCCCN1CCCNC(=O)CSc1nc2nc(C)c(Cc3ccc(C)cc3)c(C)n2n1 (stereo unspecified)
5,1.6,0,1,-7,/,0,2,-6,O=C(O)C1CC2C3CC(C(=O)O)C(C3)C2C1 (stereo unspecified)
5,1.9,1,-1,4,0,3,-1,-7,CCN1CCN(S(=O)(=O)c2ccc(Cl)c(C(=O)NC3CC3)c2)CC1
5,1.2,-2,-3,-1,5,6,-1,2,Cc1ccc(-c2ccc3nnc(SCC(=O)NCC4CCCO4)n3n2)cc1 (stereo unspecified)
-1,-0.5,0,-4,6,1,-5,0,-14,Cc1ccnc(NC(=O)CCC(=O)N(CC(=O)NCC2CCCO2)Cc2ccc(F)cc2)c1 (stereo unspecified)

Other results follow:
M5 antag,CRFBP-R2 agonist,M4 ag,CHRM5 agonist,M5 PAM,IDE cell inh,M4 antag,M4 PAM,CRFBP-R2 block,smiles
-5,-9.4,11,-7,-3,4,-19,9,28,COc1cc(/C=C/C(=O)OCC(=O)NC2CCCCCCC2)ccc1O
9,3.7,3,0,-5,3,-3,12,-12,CCOC(=O)N1CCN(S(=O)(=O)c2ccc(OCC(=O)OC)cc2)CC1
-3,0.1,0,0,15,-11,-7,3,9,CC(NC(=O)CSc1n[nH]c(=O)[nH]c1=O)C1CC2CCC1C2 (stereo unspecified)
15,0.5,3,-4,-9,5,-20,2,-5,CCn1c(SC)nnc1C1CCN(CC(=O)Nc2ccccc2N2CCOCC2)CC1
-6,-1.1,1,4,4,3,10,1,-9,O=C(C[C@H]1C/C=C\CCCCC(=O)OC[C@H]2CCCN2C1=O)N[C@H](CO)Cc1ccccc1
-7,-0.7,2,-7,8,4,-8,-1,4,COc1ccc(-c2nnn(Cc3nc(N)nc(N4CCCCC4)n3)n2)cc1
34*,0.3,23,5,-14,5,17,-15,-13,Cc1ccccc1OCCC(=O)OCC(=O)c1c(N)n(CC(C)C)c(=O)n(C)c1=O
5,-3.4,0,-2,1,-1,-4,-1,-5,CCOC(=O)c1cnc2c(c(C)nn2CC)c1Cl
3,0.3,0,-3,5,5,3,7,-10,COC(=O)c1onc(-c2ccccc2)c1C(=O)OC
1,-0.2,2,-1,6,2,-6,-1,2,CC(=O)Nc1cccc(NC(=O)CSc2nc3c(c(=O)n(C)c(=O)n3C)n2C)c1
-1,-1.5,0,-2,-2,0,-7,3,10,CCc1ccc(Nc2nc(N)nc(CSc3nc4ccccc4s3)n2)cc1
-9,0.7,2,-2,6,-7,3,10,124*,Cc1ccc(C)c(NC(=S)Nc2ncccc2C)c1
12,1.5,2,2,-2,3,-8,5,-8,COc1ccc2c(C)cc(SCC(=O)N(C)C3CCS(=O)(=O)C3)nc2c1 (stereo unspecified)
-7,-1.3,2,1,-5,2,-4,5,6,CCOC(=O)CSc1nnc(NC(=O)NC(C)C)s1
4,1.8,0,-4,-2,/,-13,5,-10,O=C(N/N=C/c1ccc2c(c1)OCO2)C(=O)Nc1ccccc1Cl

Remaining list, next part
M5 antag,CRFBP-R2 agonist,M4 ag,CHRM5 agonist,M5 PAM,IDE cell inh,M4 antag,M4 PAM,CRFBP-R2 block,smiles
-3,-0.4,2,0,2,2,-3,5,1,O=C(NCC1COc2ccccc2O1)C1CCN(S(=O)(=O)c2cccc3nsnc23)CC1 (stereo unspecified)
-4,-1.3,1,-6,-8,8,5,-1,0,CCCCC(NC(=O)c1ccccc1)C(=O)OCC(=O)N1c2ccccc2Sc2ccccc21 (stereo unspecified)
-5,-1.9,2,0,0,2,-2,3,13,COCCN1C(=O)c2cc(C(=O)Nc3ccc(OC)c(OC)c3)ccc2C1Nc1ccc(OC)c(OC)c1 (stereo unspecified)
1,-1.2,5,4,-7,-6,8,-7,-6,c1ccc(N2CCN(c3c4c(nc5ncnn35)CCC4)CC2)cc1
-1,-0.9,1,-9,2,5,3,1,2,Nc1c(C(=O)NCc2ccco2)sc2nc(N3CCOCC3)c3c(c12)CCCC3
-11,-2.3,3,-2,0,4,-6,17,12,Oc1ccc(Br)cc1-c1ccn[nH]1
2,0.7,5,-1,-11,11,-2,-2,-14,COCCn1c(SCC(=O)N2CC(=O)Nc3ccccc32)nc2ccccc2c1=O
5,-6.2,14,8,-7,-4,6,3,27,COc1ccc(CCNC(=O)C(=O)NCC2OCCN2S(=O)(=O)c2ccc(Cl)cc2)cc1OC (stereo unspecified)
19,-0.1,1,-3,-3,-1,2,-8,-20,CC1CCCCN1C(=O)CN(C)S(=O)(=O)c1cccc2nsnc12 (stereo unspecified)
-5,-0.9,0,-1,0,4,2,4,-8,NC(=O)C1(N2CCCCC2)CCN(C2CC(=O)N(Cc3ccc(N4CCCC4=O)cc3)C2=O)CC1 (stereo unspecified)
6,-1.2,4,-8,-10,4,10,-7,-22,N#Cc1nc(-c2cccs2)oc1NCc1ccc(Cl)cc1
4,-0.8,0,-4,-4,3,5,0,-5,O=C(NCCCCc1ccccc1)c1ccccc1Br
-6,0.5,0,4,-4,-10,-7,1,-27,O=C(c1cc2nc(-c3ccco3)cc(C(F)(F)F)n2n1)N1CCN(c2ccc(F)cc2)CC1

Profiles, quoted from the list:
Record of O=C(NCCCCc1ccccc1)c1ccccc1Br : M5 antag = 4; CRFBP-R2 agonist = -0.8; M4 ag = 0; CHRM5 agonist = -4; M5 PAM = -4; IDE cell inh = 3; M4 antag = 5; M4 PAM = 0; CRFBP-R2 block = -5
Record of Oc1ccc(Br)cc1-c1ccn[nH]1 : M5 antag = -11; CRFBP-R2 agonist = -2.3; M4 ag = 3; CHRM5 agonist = -2; M5 PAM = 0; IDE cell inh = 4; M4 antag = -6; M4 PAM = 17; CRFBP-R2 block = 12
Record of O=C(NCC1COc2ccccc2O1)C1CCN(S(=O)(=O)c2cccc3nsnc23)CC1 (stereo unspecified) : M5 antag = -3; CRFBP-R2 agonist = -0.4; M4 ag = 2; CHRM5 agonist = 0; M5 PAM = 2; IDE cell inh = 2; M4 antag = -3; M4 PAM = 5; CRFBP-R2 block = 1
